# Large T inhibition: SV40 large T antigen inhibitors, biochemical (AID 1903); SV40 large T antigen ATPase/helicase inhibition assay; higher % means a stronger effect; inhibition, % at 20 µM; hits with a dose series show IC50 in µM; actives 0.39% (n = 310,000); in the data active = a potency from the dose series; inconclusive = inhibition mostly from about 32% at the one dose, without a potency; inactive = the rest, 99 in 100 with inhibition below about 32%; note: strong numbers were not always called active
# Rac1 GTP hydrolysis: MgcRacGAP GTPase-activating activity inhibitors, confirmation, biochemical, ADP Hunter fluorescence | MgcRacGAP-stimulated Rac1 GTP hydrolysis, ADP Hunter fluorescence; higher % means a stronger effect; GST-tagged Rac1 F28L mutant substrate | inhibition, % at 30 µM; hits with a dose series show IC50 in µM | actives 0.6% (n = 340,000) | AID 624330;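 active = first-screen hits whose inhibition reached a set limit at any dose in the follow-up dose series; inconclusive = inhibition above the set first-screen limit but never retested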;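 note: fluorescence reports GDP produced by GAP-driven GTP hydrolysis; strong numbers were not always called active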
# GPR35 arrestin U2OS: GPR35 antagonists blocking zaprinast-driven arrestin recruitment, primary screen, imaging, U2OS, beta-arrestin-GFP, zaprinast agonist (AID 2058) | actives 0.052% (n = 290,000) | inhibition, % at 10 µM; hits with a dose series show IC50 in µM | U2OS GPR35 beta-arrestin-GFP translocation imaging, zaprinast antagonism; higher % means a stronger effect;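 active = inhibition of at least 50% with at least 30 cells and total cytoplasm GFP at most 10,000,000; inconclusive = under 30 cells or total GFP of 10,000,000 plus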
# GPR55 LPI antagonism: GPR55 antagonists blocking LPI-driven arrestin recruitment, primary screen, imaging, U2OS, beta-arrestin-GFP, LPI agonist (AID 2013). one-dose inhibition, % at 10 µM; IC50 in µM for titrated hits. actives 0.13% (n = 290,000). U2OS GPR55 beta-arrestin-GFP translocation imaging, LPI antagonism; higher % means a stronger effect;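 active = spots per cell inhibited over 60%, with over 100 cells counted and total cytoplasm intensity under 500,000; inconclusive = wells with under 100 cells, flagged as likely toxic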;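 note: U2OS cells stably carrying GPR55 and arrestin-GFP stimulated by 5 µM LPI near EC80; imaged beta-arrestin-GFP aggregate spots per cell after agonist stimulation; plate controls were LPI-stimulated DMSO wells for no effect and DMSO wells without LPI for full effect; some results filed as inactive read as strong as hits; confirmed hits need IC50 under 10 µM and bright autofluorescent wells are also inconclusive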
# Lipid droplet: modulators of hepatic lipid droplet formation; AML12 mouse hepatocytes, oleate lipid droplets, BODIPY imaging; inhibition, % at 6.5 µM; actives 0.4% (n = 240,000); AID 1656;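 active = lipid droplet intensity inhibited by at least 50%, with more than 500 cells counted; inconclusive = wells with under 300 cells, treated as cytotoxic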
#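 System: AML12 hepatocytes (mouse). Probe or stimulus: oleic acid at 100 µM to induce lipid droplet formation. Times: overnight treatment with compound plus oleate. Detection: Image-based BODIPY and DAPI two-channel analysis. Evaluation: percent inhibition of filter-corrected integrated lipid droplet intensity per well.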
# NTR1 ag: NTR1-driven beta-arrestin-GFP spot formation – imaging, U2OS cells, high content, primary screen (AID 493036); P30989; actives 0.17% (n = 330,000); activation, % at 20 µM; agonist mode;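 active = activation at or above 40% of the spot to cytoplasm intensity ratio, with at least 20 cells analyzed; inconclusive = wells under 20 cells, flagged as cytotoxic or low count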;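 note: 0% = DMSO without peptide and 100% = 100 nM NTR1 peptide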
# Target sequence (P30989 whole entry, looked up): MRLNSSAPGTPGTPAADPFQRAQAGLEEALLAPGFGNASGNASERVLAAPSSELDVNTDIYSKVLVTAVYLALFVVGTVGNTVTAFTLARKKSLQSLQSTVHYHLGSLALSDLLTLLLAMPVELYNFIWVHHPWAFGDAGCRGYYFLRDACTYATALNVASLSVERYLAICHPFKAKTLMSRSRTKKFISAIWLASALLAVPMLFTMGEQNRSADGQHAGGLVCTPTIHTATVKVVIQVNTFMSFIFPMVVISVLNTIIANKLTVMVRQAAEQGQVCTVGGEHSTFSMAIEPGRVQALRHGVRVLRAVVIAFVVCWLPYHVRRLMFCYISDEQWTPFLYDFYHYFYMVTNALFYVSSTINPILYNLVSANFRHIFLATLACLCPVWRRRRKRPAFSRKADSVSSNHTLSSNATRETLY
# GPR55 activation: GPR55 agonists via beta-arrestin recruitment, primary screen, imaging, U2OS cells, beta-arrestin-GFP redistribution (AID 1961). U2OS GPR55 beta-arrestin-GFP redistribution imaging; higher % means a stronger effect. actives 0.048% (n = 290,000). one-dose activation, % at 10 µM; EC50 in µM for titrated hits;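 active = activation above 40% with more than 50 cells counted in the well; inconclusive = wells holding fewer than 50 cells, flagged as toxic or sparse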;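 note: U2OS osteosarcoma cells stably expressing GPR55 and beta-arrestin-GFP; plate controls were DMSO negative control for no effect and LPI positive control for full effect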
# LYP inhibition: PTPN22 lymphoid phosphatase activity blockers – biochemical, fluorescence intensity, uHTS (AID 1779); recombinant LYP phosphatase, fluorescence intensity; higher % means a stronger effect; inhibition, % at 11.5 µM, or IC50 in µM where a hit was titrated; actives 0.054% (n = 290,000); in the data active = inhibition above about 50%;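 note: plate controls were vehicle with enzyme for no effect and no enzyme for full effect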
# T cell modulator: modulates CD8 T cell binding to vesicles; 2C CD8+ T cell-vesicle binding, flow cytometry; hits give low values; calls only at 7 µM; actives 0.068% (n = 330,000);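 active = response, share of CD8 T cells binding vesicles, and their 90th percentile fluorescence all below set limits, cut at about 80% in these data, passing the limit was not always enough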
#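 material = purified 2C TCR transgenic mouse naive CD8+ T cells | controls = Unloaded micro-vesicles (low), QL9 vesicles with 0.7% DMSO (high) | detection = cytometric PE anti-B7-1 and Alexa647 anti-CD8 signals after 1% paraformaldehyde fixation | incubation = binding step 1.5 h, 37 °C, antibody labelling 20 min, ice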
# Lipid droplet cells 6.5 µM: recorded beside Lipid droplet, whose call it bears; cell count; measured here: cell count, cytotoxicity flag;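 cells counted across two imaged fields per well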
# T cell modulator vesicle-bound %: also measured in T cell modulator; calls as there; double positive events, %; measured here: CD8+ vesicle-bound cell fraction;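 binding gate set so that unloaded-vesicle control wells show 10% double positive cells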
# NTR1 ag cell count 20 µM: further read-out of NTR1 ag, marked with its call; cell count; measured here: cell count, cytotoxicity flag
# * hit, by the source's call; i = inactive; ? = inconclusive; nt = not tested or not shown; & = joins results of further samples. Rows are unselected, and some 1.8% of all compounds hit somewhere here.
# Values run as follows: Large T inhibition	Rac1 GTP hydrolysis	GPR35 arrestin U2OS	GPR55 LPI antagonism	Lipid droplet	Lipid droplet cells 6.5 µM	NTR1 ag	NTR1 ag cell count 20 µM	GPR55 activation	LYP inhibition	T cell modulator	T cell modulator vesicle-bound %
- Cc1ccc2nc(-c3ccc(NS(C)(=O)=O)cc3)cc(-c3ccccc3)c2c1
→ 6%	8%	7%	-8%	nt	nt	32	74	0.5%	1%	i	12
- O=[N+]([O-])c1ccc(N2CCN(S(=O)(=O)c3ccccc3[N+](=O)[O-])CC2)cc1NCc1cccnc1
→ 7%	10%	-22%	13%	1	644	-0.5	53	-0.3%	2%	i	17
- CSc1ncc(C(=O)Nc2ccc(C(C)=O)cc2)c(C)n1
→ 0%	11%	-8%	-3%	0	821	0.4	87	1.1%	-1%	i	27
- CCOC(=O)C(NC(C)=O)(Nc1ccc(S(=O)(=O)Nc2onc(C)c2C)cc1)C(F)(F)F (centres undefined)
→ 5%	4%	15%	7%	4	779	-2.4	75	-0.1%	-9%	i	41
- O=C(CN1C(=O)S/C(=C\c2ccc(Cl)cc2)C1=O)NC1C=CS(=O)(=O)C1 (centres undefined)
→ nt	-10%	13%	-11%	-25	725	1.1	64	-0.1%	-10%	i	16
- O=C(Nc1cc2c3c(c1)CC(=O)N3CCC2)c1ccco1
→ 4%	16%	nt	nt	nt	nt	-0.5	60	nt	nt	i	17
- CCCCCn1c(CCNC(=O)c2cccs2)nc2ccccc21
→ 4%	2%	1%	5%	3	741	3.1	47	-0.2%	-3%	i	7
- CC(=O)Nc1ccc(NC(=O)C(C)Sc2nc3ccccc3c(=O)n2CC2CCCO2)cc1 (centres undefined)
→ 21%	7%	nt	nt	nt	nt	-0.6	55	nt	nt	i	38
- CCCN(Cc1cc2cc(C)ccc2[nH]c1=O)C(=O)c1cccc(OC)c1
→ 25%	0%	2%	-24%	-13	679	-0.1	64	0.2%	3%	i	48
- O=C(NCc1ccccc1)C(c1cccs1)N(Cc1cccs1)C(=O)c1cnccn1 (centres undefined)
→ 8%	7%	10%	-5%	nt	nt	0.0	65	0.5%	-3%	i	22
- CC1(C)Cc2cccc(OCC(=O)Nc3ccc(S(N)(=O)=O)cc3)c2O1
→ 8%	6%	nt	nt	nt	nt	0.2	79	nt	nt	i	41
- CCOCCCN1CN(S(=O)(=O)c2ccc(Cl)cc2)c2nc3ccccc3nc21
→ -1%	6%	3%	4%	nt	nt	-1.7	33	-0.1%	-4%	i	13
- Cc1c(C(=O)NC(=S)Nc2ccccc2N2CCCC2)cccc1[N+](=O)[O-]
→ 6%	13%	-11%	13%	-2	687	4.1	41	0.7%	1%	i	30
- Nn1c(SCC(=O)Nc2ccccc2C(F)(F)F)nncc1=O
→ 12%	6%	1%	11%	10	843	1.6	54	-0.1%	-5%	i	69
- CCNc1nc(NC(C)C)nc(N(C#N)C(C)C(=O)N(CC)CC)n1 (centres undefined)
→ 8%	nt	-9%	-6%	1	710	-0.6	52	-0.2%	-10%	i	4
- O=C(c1cnccn1)N(Cc1cccs1)C1(C(=O)NC2CCCCC2)CCCCC1
→ -1%	6%	11%	23%	-14	508	1.0	58	0.3%	-5%	i	52
- Cc1cc(C)cc(OCC(=O)NNC(=O)c2cc3ccccc3oc2=O)c1
→ 4%	2%	14%	-3%	nt	nt	nt	nt	-0.1%	-1%	nt	nt
- CCOc1ccc(NC(=O)CN(C)S(=O)(=O)c2cccs2)cc1
→ 7%	7%	0%	2%	-2	807	-0.4	61	0.2%	-9%	i	55
- CCOC(=O)N1CCOCCOCCN(C(=O)OCC)CCOCC1
→ 10%	3%	12%	-10%	nt	nt	-0.2	49	-0.2%	-5%	i	53
- O=c1c2c(nc3c(-c4cccc(Br)c4)c[nH]n13)CCCC2
→ 1%	5%	-2%	16%	3	711	-2.6	95	-0.2%	3%	i	42
- O=C(/C=C/c1ccc(Cl)cc1Cl)N1CCc2ccccc21
→ -3%	1%	7%	0%	1	699	0.6	57	-0.2%	-4%	i	4
- COc1ccc(C2CC(c3cccs3)=NN2C(=O)CCl)cc1OC (centres undefined)
→ 10%	10%	-4%	-6%	15	875	2.6	54	-0.2%	-2%	i	6
- CCC(=O)c1c[nH]c(C(=O)NCc2cccc(C(F)(F)F)c2)c1
→ 9%	nt	4%	6%	nt	nt	-0.3	96	-0.2%	-6%	i	2
- O=c1cc(CN2CC(O)Cc3ccc4ccccc4c32)nc2sccn12 (centres undefined)
→ -1%	12%	-2%	7%	4	639	0.4	47	-0.2%	0%	i	13
- O=C(NC1CCCCC1)c1cc([N+](=O)[O-])[nH]n1
→ -12%	2%	10%	6%	18	513	0.6	46	-0.3%	1%	i	12
- COc1ccc(C)cc1S(=O)(=O)NCCC1=CCCCC1
→ 0%	-4%	-6%	-18%	-20	781	-0.2	76	-0.1%	6%	i	25
- O=C(CCc1nnc(Cc2cccc(C(F)(F)F)c2)o1)NCCc1ccccc1F
→ 6%	7%	16%	4%	-21	813	0.9	61	0.2%	-9%	i	58
- O=C(NN1C(=O)C2C3C=CC(C4CC34)C2C1=O)c1ccccc1Cl (centres undefined)
→ 4%	7%	-7%	5%	-17	300	-0.7	69	-0.4%	0%	i	64
- COc1cccc(C(=O)Nc2ccc(NC(=O)C3CC3)nc2)c1
→ -7%	6%	16%	2%	8	853	0.2	57	-0.2%	-2%	i	12
- Cc1ccc(NC2=NC(=S)N(CC#N)C23CCCCC3)cc1
→ 7%	1%	-4%	-1%	40	790	2.8	53	-0.4%	2%	i	44
- CCOc1ccc(C2CC(c3ccc(CC)cc3)n3nc(N)nc3N2)cc1 (centres undefined)
→ -4%	2%	14%	5%	-2	667	5.7	57	0.2%	1%	i	50
- O=C(Nn1cnnc1)c1ccc(OC(F)(F)C(F)C(F)(F)F)cc1 (centres undefined)
→ 6%	8%	6%	12%	-12	806	0.5	58	-0.2%	-8%	i	14
- Cc1ccc(-c2nc(CS(=O)CC(=O)NCCCc3ccccc3)c(C)o2)cc1 (centres undefined)
→ 18%	2%	-10%	14%	18	747	-1.0	62	-0.1%	-6%	i	13
- Cc1ccc(C(O)(C(=O)NNc2ccc3ccccc3n2)c2ccc(C)cc2)cc1
→ 7%&4%	8%&9%	1%&-7%	-8%&-3%	-8&12	655&674	7.7&1.6	44&63	0.6%&-0.4%	-2%&-2%	i	27&36
- COC(=O)c1cc(OC)c(OC)cc1NC(=S)NC(=O)c1ccco1
→ 6%	7%	12%	10%	12	668	2.5	50	-0.1%	0%	i	22
- CCN(CC(=O)Nc1ccc2c(c1)OC(F)(F)O2)Cc1nc2ccccc2c(=O)[nH]1
→ 2%	6%	-9%	0%	-9	749	0.4	37	-0.1%	3%	i	41
- COc1ccc(N2C(=O)CC(N3CCN(c4ccc(C(=O)c5cccnc5)cc4)CC3)C2=O)cc1 (centres undefined)
→ 13%	0%	0%	25%	nt	nt	0.4	49	-0.2%	-1%	i	16
- Cc1cnc(CNC(=O)c2ccc3oc(Cc4ccccc4)nc3c2)[nH]1
→ -5%	4%	-16%	-5%	6	713	0.5	52	0.3%	-9%	i	19
- COc1cccc(S(=O)(=O)NCc2ccc(C(=O)N3CCN(Cc4ccccc4)CC3)cc2)c1
→ 10%	4%	6%	3%	-2	645	-0.4	46	-0.1%	-7%	i	26
- COCCCNC(=S)NC1CC2CCC(C1)N2Cc1ccccc1 (centres undefined)
→ 28%	-1%	-5%	-4%	7	702	-0.8	44	0.2%	-5%	i	37
- COc1cc(C(=O)NCc2ccc(OCCN(C)C)cc2)cc(OC)c1OC
→ 10%	6%	nt	nt	nt	nt	-1.5	65	nt	nt	i	63
- COc1ccccc1NS(=O)(=O)c1cc(C(=O)NCc2cccnc2)ccc1C
→ 0%	5%	nt	nt	nt	nt	1.5	41	nt	nt	i	30
- C(#CCN1CCCC1)CC(c1ccccc1)c1ccccc1
→ 3%	3%	14%	23%	10	693	-0.5	78	0.7%	-2%	i	57
- Cc1noc(C)c1COc1cccc(C(=O)NCCc2c[nH]c3ccccc23)c1
→ 8%	2%	-13%	-20%	-8	741	1.0	39	0.1%	5%	i	35
- O=C(Nc1cc(C(F)(F)F)ccc1N1CCOCC1)c1ccc(F)cc1
→ 3%	10%	15%	4%	6	821	2.7	46	0.0%	-6%	i	49
- CCN1CCN(Cc2ccc(NC(=O)c3cc(NC(=O)N4CCNC4=O)cc(OC)c3)cc2C(F)(F)F)CC1
→ 3%	17%&4%	2%	8%	20	716	4.4	95	-0.1%	-8%	i	23
- COC(=O)c1c(NC(=S)NN2CCN(C)CC2)sc2c1CCC(C)C2 (centres undefined)
→ 3%	8%	36%	41%	6	639	3.6	38	-0.1%	-4%	i	49
- COc1ccc(Cc2nnc(-c3ccccc3)o2)cc1
→ 13%	10%	10%	-5%	-3	755	0.4	72	0.5%	-8%	i	22
- O=C(c1cc(-c2ccco2)nc2ccccc12)N(Cc1nnc(-c2ccc(Cl)cc2)o1)C1CC1
→ ?	12%	nt	nt	nt	nt	6.4	72	nt	nt	i	57
- CCOC(=O)C1CCCN(Cc2nc(CC3CC3)no2)C1 (centres undefined)
→ 8%	-8%	10%	4%	-1	698	-0.1	60	-0.3%	-3%	i	20
- CC(=O)N1c2ccc(S(=O)(=O)NCCc3ccc(S(N)(=O)=O)cc3)cc2CC1C (centres undefined)
→ 8%	12%	-2%	7%	-2	686	-0.6	59	-0.1%	-6%	i	48
- CCCNC(=O)NC(=O)c1cnccc1C(F)(F)F
→ 7%	8%	8%	8%	-5	764	0.5	64	-0.1%	-9%	i	21
- COc1cc(/C=N/N=C2/SCC(=O)N2c2ccc(O)cc2)ccc1O
→ 18%	65µM*	6%	6%	36	759	-1.2	57	1.0%	1%	i	47
- O=C1OCCC1Sc1nnc(-c2ccccc2)o1 (centres undefined)
→ 3%	-3%	5%	0%	nt	nt	0.6	56	0.8%	-1%	i	16
